aSyn yeast inh – qHTS of alpha-syn Inhibitors | Yeast expressing alpha-synuclein, growth rescue, BacTiter-Glo, 24 h | AID 652106, 2013 | Potency, µM (top dose mostly 46.1 µM), inactives show at the top dose growth rescue (activation), most hits filed as activators | 370,000 tested, 0.14% active; also: potency is read from the fitted curve at half-maximal effect; % of control where 0% means no effect; nearly all actives have a fitted effect of over 65% in size
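Rescue of yeast growth: cells expressing toxic alpha-synuclein, induced in galactose at OD600 0.02, incubated with compound 24 h at 30 C. ATP luminescence quantified growth; inhibitors of toxicity appear as activators.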
D3 antag – qHTS of D3 Dopamine Receptor Antagonist: qHTS. D(3) dopamine receptor (Homo sapiens), P35462. D3R cells, DiscoveRx beta-arrestin luminescence, antagonist mode; active compounds read low. max response, negative = inhibition, %. 360,000 tested, 2.5% active; in the data active = max response below about -50%; inconclusive = no clear call, values can overlap the other calls; also: % is scaled to controls: 0 for no effect and ±100 for the full control effect; mostly tested at two doses, the higher about 12 µM
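Cells plated overnight at 1500 cells/well, then exposed to library compounds with dopamine controls for 90 minutes at 37 degrees C. DiscoveRx reagent added for 30–60 minutes at room temperature; luminescence read, quantitative HTS format.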
FUS yeast rescue – qHTS for Suppressors of FUS Proteinopathy: Primary screen using FUS-linked yeast assay | AID 1347120, 2019 | 390,000 tested, 0.24% active | S. cerevisiae FUS-expressing, growth rescue, OD600, 24 h | Potency, µM (top dose mostly 76.6 µM), for the others: at the top dose growth rescue (activation), usual class: activators;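 also: potency is read from the fitted curve at half-maximal effect; plate controls were DMSO vehicle for no effect and reference control for full effect; nearly all actives have a fitted effect of over 55% in size; some results filed as inactive show a strong effect at the top dose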
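Toxicity suppression screen in FUS-yeast. Cells induced with 2% galactose, starting OD 0.005, treated 24hr at 30C with compounds at multiple final concentrations; growth by OD600.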
Abeta rescue – qHTS for compounds that reverse cellular toxicity of Amyloid beta (A-beta) peptide in yeast: Primary Screen; yeast expressing A-beta42, growth rescue, OD600, 48 h; response scale: 0% DMSO, 100% iron-clioquinol control; Potency, µM (series often up to 46.1 µM), for inactives: top-dose growth rescue, usual class: activators; 410,000 tested, 0.063% active; also: potency is read from the fitted curve at half-maximal effect; nearly all actives have a fitted effect of over 55% in size
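Yeast A-beta toxicity model in growth medium with pinned compounds, 48 h at 30 C; growth read as absorbance at 600 nm. Normalized to FeCl3/clioquinol equimolar mix (positive) and DMSO (negative).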
EPAC2 antag – qHTS for Antagonist of cAMP-regulated guanine nucleotide exchange factor 2 (EPAC2): primary screen. Rap guanine nucleotide exchange factor 4 (Homo sapiens), Q8WZA2. EPAC2 GEF exchange of Rap1B-BODIPY-GDP, fluorescence. Potency, µM (titrated, usually from 114 µM), inactives show at the highest dose activity, negative = inhibition, actives largely listed as inhibitors. 360,000 tested, 0.18% active. AID 720708, 2013; also: potency is read from the fitted curve at half-maximal effect; % is scaled to controls: 0 for no effect and ±100 for the full control effect; nearly all actives have a fitted effect of over 45% in size; many of its hits are not listed in these tables
Target sequence (Q8WZA2 whole entry, looked up): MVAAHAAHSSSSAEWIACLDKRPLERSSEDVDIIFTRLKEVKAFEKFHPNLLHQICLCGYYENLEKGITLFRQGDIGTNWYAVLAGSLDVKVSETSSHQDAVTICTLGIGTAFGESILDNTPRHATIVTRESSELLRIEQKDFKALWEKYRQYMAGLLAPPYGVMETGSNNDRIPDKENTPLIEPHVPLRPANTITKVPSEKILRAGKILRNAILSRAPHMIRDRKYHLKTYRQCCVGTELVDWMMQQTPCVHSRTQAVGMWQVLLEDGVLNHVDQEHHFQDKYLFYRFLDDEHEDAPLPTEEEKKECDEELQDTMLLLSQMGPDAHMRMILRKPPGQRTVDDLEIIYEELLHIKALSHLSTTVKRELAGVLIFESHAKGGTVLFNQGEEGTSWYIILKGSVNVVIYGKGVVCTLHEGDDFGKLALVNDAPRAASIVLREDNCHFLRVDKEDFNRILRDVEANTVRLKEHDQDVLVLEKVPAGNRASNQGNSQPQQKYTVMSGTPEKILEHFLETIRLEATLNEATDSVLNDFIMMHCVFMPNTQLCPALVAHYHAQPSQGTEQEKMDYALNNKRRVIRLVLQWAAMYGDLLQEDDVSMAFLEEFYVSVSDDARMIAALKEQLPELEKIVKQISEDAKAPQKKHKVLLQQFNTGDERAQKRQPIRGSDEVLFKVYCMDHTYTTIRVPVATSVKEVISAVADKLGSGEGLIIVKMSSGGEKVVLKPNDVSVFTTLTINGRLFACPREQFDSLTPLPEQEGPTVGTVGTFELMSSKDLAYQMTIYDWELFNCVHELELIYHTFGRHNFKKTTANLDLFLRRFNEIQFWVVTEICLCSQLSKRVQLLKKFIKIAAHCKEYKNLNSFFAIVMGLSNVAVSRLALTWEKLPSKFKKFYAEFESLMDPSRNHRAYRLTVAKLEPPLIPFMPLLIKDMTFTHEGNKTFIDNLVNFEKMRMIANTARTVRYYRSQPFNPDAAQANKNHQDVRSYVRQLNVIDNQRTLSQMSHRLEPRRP
EPAC2 ag – qHTS for Agonist of cAMP-regulated guanine nucleotide exchange factor 4 (EPAC2): primary screen | EPAC2 activation, biochemical qHTS; response scale: 100% = 6.5 mM cAMP response | Potency, µM (highest dose often 154 µM), without a hit: at the top dose activation, actives largely listed as activators | 360,000 tested, 0.079% active | AID 720711, 2013; also: potency is read from the fitted curve at half-maximal effect; nearly all actives have a fitted effect of over 50% in size
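Readout is BODIPY fluorescence (480 nm excitation, 540 nm emission), which falls as labeled GDP is exchanged off Rap1B. EPAC2 at 100 nM acted on 250 nM RAP1B-BODIPY-GDP with 50 uM GDP present.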
D3 ag – qHTS of D3 Dopamine Receptor Agonist: qHTS | D(3) dopamine receptor (Homo sapiens), P35462 | D3R DiscoveRx beta-arrestin cells, luminescence, 90 min | max activation, % | 410,000 tested, 0.58% active; in the data active = max activation above about 30%; also: 0% is about no effect; mostly tested at two doses, the higher about 12 µM
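Agonist mode: compounds and dopamine controls were applied to plated cells for 90 min at 37 degrees C after an overnight attachment at 1500 cells/well. Luminescent read-out followed 30 - 60 minutes at room temperature with DiscoveRx detection reagent.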
TDP43 rescue – qHTS of TDP-43 Inhibitors | TDP-43 expressing yeast growth rescue, BacTiter-Glo, 24 h | Potency, µM (top dose mostly 46.1 µM), for the others: top-dose growth rescue (activation), most hits filed as activators | 410,000 tested, 1.8% active; also: potency is read from the fitted curve at half-maximal effect; % of control where 0% means no effect; nearly all actives have a fitted effect of over 50% in size
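Yeast expressing TDP-43 (pregrown in raffinose, seeded at OD600=0.02 in galactose medium) exposed to compounds 24 hr at 30 deg C. Growth read by BacTiter-Glo luminescence; rescue of toxicity appears as increased signal.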
An asterisk follows results filed as active; u = inconclusive; x = no result given; & = joins results of further samples; [ ] = another dose, or the depositor's remark. Unless noted, calls follow the shape of the dose curve; as a rule, active = well fitted curve in the direction sought with a large enough effect; inconclusive = small, poorly fitted or top-dose-only effect, or another doubt; inactive = no such curve, though single readings can be large; an effect the other way counts as inactive or inconclusive.

[1] Cc1cc(Cl)c2oc(C(=O)N3CCN(c4ccncc4)CC3)c(C)c2c1
[2] Cc1ccc(CNC(=O)C2CC2c2ccccc2)cc1 (stereo unspecified)
[3] Cc1sc(NC(=O)c2ccc(F)cc2)c(CN2CCCCCC2)c1C
[4] COC(=O)C1=CN(c2ccc(N3CCOCC3)cc2)C(N)=C(C#N)C1c1ccc(-c2ccccc2)cc1 (stereo unspecified)
[5] Cc1onc(-c2ccccc2Cl)c1C(=O)Nc1nnc(Cc2ccc(Cl)cc2)s1
[6] CC(=O)C1=C(O)C(=O)N(c2ccc(C(=O)O)cc2)C1c1ccc([N+](=O)[O-])cc1 (stereo unspecified)
[7] C=CCn1c(-c2cccn(Cc3ccc(Cl)cc3Cl)c2=O)n[nH]c1=S
[8] COCC(=O)NNC(=O)c1ccccc1OC
[9] CC(=O)Nc1cn(-c2ccccc2)nc1-c1ccccc1
[10] CC(C)n1c(CSCc2ccc(Cl)cc2Cl)n[nH]c1=S

compound no. | 1 | 2 | 3 | 4 | 5 | 6 | 7 | 8 | 9 | 10
aSyn yeast inh | -11% | 5% | 5% | 0% | 12% | -3% | 8% | -4% | 4% | u
D3 antag | 4 | 11 | -22 | -22 | 13 | -3 | -8 | -4 | -12 | -1
FUS yeast rescue | 14% | x | 39% | u | 8% | 16% | 20% | -15% | 24% | 31%
Abeta rescue | -5% | 5% | -14% | 19% | 20% | 7% | 7% | -8% | 9% | 4%
EPAC2 antag | 1% | 5% | 7% | -10% | -3% | 1% | -3% | 8% | 3% | -30%
EPAC2 ag | 0% | -3% | 14% | 7% | 5% | 3% | 10% | 2% | 5% | 8%
D3 ag | -6 | 3 | -23 | -3 | 0 | -10 | 0 | 2 | 3 | 1
TDP43 rescue | -17% | u | 13% | 0% | 5% | 12% | 21% | 0% | 7% | -20%[9.22 µM]

[11] Cc1ccc(C(=O)n2cnnc2N)cc1C
[12] Cc1ccc(S(=O)(=O)N2CCC3(CC2)OCCN3S(=O)(=O)c2c(C)cc(C)cc2C)cc1
[13] Cc1ccc(-n2c(Cc3cccn3C)nnc2SCC(=O)N2CCc3ccccc32)cc1
[14] Cc1cc2c(cc1C)N(C(=O)CSC1=NCCS1)C(C)(C)c1ssc(=S)c1-2
[15] CCCC(C)(C)C(=O)N1CCC1(C)C(=O)NS(=O)(=O)c1ccc(Cl)cc1 (stereo unspecified)
[16] CCNC(=O)COC(=O)C1CCN(S(=O)(=O)c2ccc3c(c2)OCCO3)CC1
[17] N#Cc1ccc(CSc2nc3c(c(=O)[nH]2)CCCC3)cc1
[18] CCC(CC)C(=O)Nc1nnc(SCC(=O)NC2CCCCC2)s1
[19] CN(c1ccccc1)S(=O)(=O)c1ccc(C(=O)Nc2nnc(C3CC3)s2)cc1
[20] CCCc1cc(C(=O)Nc2ccc(C#N)cc2)no1

compound no. | 11 | 12 | 13 | 14 | 15 | 16 | 17 | 18 | 19 | 20
aSyn yeast inh | x | 3% | 2% | 11% | 1% | 2% | x | -4% | -1% | -8%
D3 antag | -11 | 8 | 6 | u | 12 | 3 | x | 0 | 2 | -21
FUS yeast rescue | -12% | -2% | u | u | 14% | -4% | -15% | 23% | 14% | -4%
Abeta rescue | 0% | -8% | 15% | -2% | -2% | 3% | 6% | -9% | 2% | -14%
EPAC2 antag | 5% | 4% | -9% | 11% | 16% | -4% | x | 1% | 0% | 0%
EPAC2 ag | 8% | 0% | 15% | 13% | 5% | 11% | x | 4% | -2% | 11%
D3 ag | 0 | 3 | -13 | -18 | 12 | 9 | 10 | 14 | -8 | -6
TDP43 rescue | 0% | 1% | 13% | 8% | 20% | -6% | 15% | -11% | -10% | -1%

[21] CCc1ccc2c(c1)c1nc(C)sc1n2CC
[22] CN(C(=O)CSc1nnc(Nc2ccccc2)s1)C1CCS(=O)(=O)C1 (stereo unspecified)
[23] COc1ccc(S(=O)(=O)N(CC(=O)N2CCN(C)CC2)c2ccc(C)cc2)cc1OC
[24] COc1ccccc1NC(=O)Nc1nn(C)c2cccc(OC)c12
[25] O=C(Nc1nc2ccccc2s1)c1c(F)cccc1Cl
[26] CC1(c2ccccc2Cl)NC(=O)N(CC(=O)Nc2cccnc2Cl)C1=O (stereo unspecified)
[27] CCCNC(=S)Nc1ccc(Cl)cc1Cl
[28] C=CCSc1nc2sc3c(c2c(=O)n1-c1ccc(C)cc1)CCN(C)C3
[29] O=C(CN1C(=O)NC2(CCCCC2)C1=O)NCc1cccs1
[30] Nc1cc(=O)[nH]c(SCC(=O)Nc2cccc(S(=O)(=O)N3CCCCC3)c2)n1

compound no. | 21 | 22 | 23 | 24 | 25 | 26 | 27 | 28 | 29 | 30
aSyn yeast inh | -13% | 0% | 1% | 3% | -3% | -1% | -3% | 8% | -5% | -7%
D3 antag | -1 | -15 | -18 | -18 | -14 | 5 | 33 | 4 | -15 | -5
FUS yeast rescue | 14% | 11% | 19% | 3% | 19% | -11% | x | -17% | 24% | 40%
Abeta rescue | -4% | -8% | 3% | 10% | 23% | 1% | 15% | -30% | -14% | 8%
EPAC2 antag | 2% | 4% | -3% | 0% | -5% | 7% | 11% | 13% | 3% | 10%
EPAC2 ag | -16% | 4% | 11% | 4% | 2% | -4% | -1% | 7% | 11% | 8%
D3 ag | 3 | -6 | -4 | 13 | 1 | -7 | 3 | 1 | -20 | -14
TDP43 rescue | 5% | -27% | -16% | -7%[1.82 µM] | u | 9% | 0% | 2% | -10% | -5%

[31] CCOC(=O)c1cc(NC(=O)Nc2nccs2)c(C)nc1C
[32] COc1ccc(CNC(=O)c2ccc3ccccc3n2)cc1
[33] CCOC(=O)Cc1csc(NC(=O)CCc2ccccc2)n1
[34] CC(C)c1ccc(OC(=O)c2cc(-c3ccc4c(c3)OCCO4)on2)cc1
[35] O=C(Nc1ccc(N2CCOCC2)c(Cl)c1)c1ccco1
[36] CC(O)(c1cccnc1)c1nc(-c2cccc(F)c2)cs1 (stereo unspecified)
[37] CN(C(=O)CSc1nc(-c2ccccc2)no1)c1ccc(F)cc1
[38] COCCN(C(=O)COC(=O)CSc1ccc(Cl)cc1)c1c(N)n(CC(C)C)c(=O)[nH]c1=O
[39] COC(=O)c1ccc(OC(=O)c2cccnc2SC)cc1
[40] Cc1cccc(NC(=O)Nc2c(C)[nH]c(=O)[nH]c2=O)c1C

compound no. | 31 | 32 | 33 | 34 | 35 | 36 | 37 | 38 | 39 | 40
aSyn yeast inh | -3% | 4% | -2% | x | -11% | -1% | x | 1% | -1% | -10%
D3 antag | 2 | 13 | 4 | x | 28 | -11 | x | -6 | -12 | -9
FUS yeast rescue | -16% | 4% | -19% | 21% | -5% | -17% | 26% | 26% | -28% | -19%
Abeta rescue | -1% | -10% | u | -9% | 11% | 13% | -20% | 0% | -19% | -1%
EPAC2 antag | 5% | -10% | 4% | x | -3% | -6% | x | -3% | -16% | -2%
EPAC2 ag | 9% | 7% | 14% | x | -3% | 16% | x | -6% | 6% | 10%
D3 ag | -3 | 6 | 11 | -5 | -2 | -1 | 4 | -5 | -2 | -5
TDP43 rescue | 0% | 4% | u | -11% | 14% | 0% | u | 11% | -5% | -6%

[41] CCCC[C@@H]1C[C@H]1[C@@H](NC(=O)c1ccco1)c1ccc(C(=O)OC)cc1
[42] CCN(CC)c1ccc(/C=C(\C#N)C(N)=S)cc1
[43] COc1ccc(C2Nc3ccccc3C(=O)N2NS(=O)(=O)c2ccc(C)cc2)c(OC)c1 (stereo unspecified)
[44] C[C@@H]1CN([C@@H](C)CO)C(=O)CCCn2nncc2CO[C@@H]1CN(C)C(=O)c1ccc2ccn(C)c2c1
[45] COc1ccc(CC(=O)N/N=C(\C)c2cccs2)cc1OC
[46] COc1cc(N=c2ssnc2Cl)c(OC)cc1Cl
[47] CC(C)OCCCNC(=O)CCCC(=O)Nc1ccc(OCCc2ccccc2)cc1
[48] COc1ccc(-c2nc(CSCC(=O)N3CCN(c4ccccc4)CC3)c(C)o2)cc1
[49] C=CCNc1nc(C)c(CNc2c(C)cc(C)cc2C)nc1C#N

compound no. | 41 | 42 | 43 | 44 | 45 | 46 | 47 | 48 | 49
aSyn yeast inh | -10% | 4% | -1% | 5% | -1% | -79%&-70%[inhibitor] | -1% | x | 2%
D3 antag | 9 | -15 | -2 | 5 | 8 | u | -10 | x | 4
FUS yeast rescue | 24% | -5% | 17% | -11% | -26% | u | 13% | 21% | -25%
Abeta rescue | 0% | 17% | 8% | 5% | 6% | -85%&-96%[inhibitor] | -5% | -2% | -38%[inhibitor]
EPAC2 antag | u | u | -8% | 7% | 1% | 5%&-7% | 13% | x | 2%
EPAC2 ag | -9% | 6% | 12% | 1% | 11% | -2%&6% | 5% | x | 15%
D3 ag | -17 | -1 | -5 | 7 | 3 | -24&-8 | -11 | 4 | -5
TDP43 rescue | -9% | u | -1% | 16% | 1% | -94%&-95%[inhibitor] | -10% | 0% | u

Complete entries, quoted from the list. Screens in order: aSyn yeast inh, D3 antag, FUS yeast rescue, Abeta rescue, EPAC2 antag, EPAC2 ag, D3 ag, TDP43 rescue
`C=CCNc1nc(C)c(CNc2c(C)cc(C)cc2C)nc1C#N` is entered as 2%, 4, -25%, -38%[inhibitor], 2%, 15%, -5, u
`COc1cc(N=c2ssnc2Cl)c(OC)cc1Cl` is entered as -79%&-70%[inhibitor], u, u, -85%&-96%[inhibitor], 5%&-7%, -2%&6%, -24&-8, -94%&-95%[inhibitor]

Filtered by structure, the compounds so far containing a furan ring, fused or not (3)
[1] Cc1cc(Cl)c2oc(C(=O)N3CCN(c4ccncc4)CC3)c(C)c2c1
[35] O=C(Nc1ccc(N2CCOCC2)c(Cl)c1)c1ccco1
[41] CCCC[C@@H]1C[C@H]1[C@@H](NC(=O)c1ccco1)c1ccc(C(=O)OC)cc1

compound no. | 1 | 35 | 41
aSyn yeast inh | -11% | -11% | -10%
D3 antag | 4 | 28 | 9
FUS yeast rescue | 14% | -5% | 24%
Abeta rescue | -5% | 11% | 0%
EPAC2 antag | 1% | -3% | u
EPAC2 ag | 0% | -3% | -9%
D3 ag | -6 | -2 | -17
TDP43 rescue | -17% | 14% | -9%

Bioassay records deposited in PubChem BioAssay by National Center for Advancing Translational Sciences (NCATS).

An excerpt, so the mix of outcomes need not match the whole.
